ULK1 primary: inhibitors of human ULK1 kinase; AlphaScreen Atg13 phosphorylation by ULK1, luminescence; inhibition, % at 5.96 µM; actives 1.9% (n = 30,000); AID 1259251; in the data active = inhibition above about 43%;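 note: 0% = median of compound wells and 100% = no enzyme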
ASK1 primary: inhibitors of human ASK1 kinase. Q99683. AlphaScreen MKK6 phosphorylation by ASK1, luminescence. inhibition, % at 7.44 µM. actives 0.99% (n = 22,000). AID 1159602; in the data active = inhibition above about 35%;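 note: 0% = median of compound wells and 100% = no enzyme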
Target sequence (Q99683 whole entry, looked up): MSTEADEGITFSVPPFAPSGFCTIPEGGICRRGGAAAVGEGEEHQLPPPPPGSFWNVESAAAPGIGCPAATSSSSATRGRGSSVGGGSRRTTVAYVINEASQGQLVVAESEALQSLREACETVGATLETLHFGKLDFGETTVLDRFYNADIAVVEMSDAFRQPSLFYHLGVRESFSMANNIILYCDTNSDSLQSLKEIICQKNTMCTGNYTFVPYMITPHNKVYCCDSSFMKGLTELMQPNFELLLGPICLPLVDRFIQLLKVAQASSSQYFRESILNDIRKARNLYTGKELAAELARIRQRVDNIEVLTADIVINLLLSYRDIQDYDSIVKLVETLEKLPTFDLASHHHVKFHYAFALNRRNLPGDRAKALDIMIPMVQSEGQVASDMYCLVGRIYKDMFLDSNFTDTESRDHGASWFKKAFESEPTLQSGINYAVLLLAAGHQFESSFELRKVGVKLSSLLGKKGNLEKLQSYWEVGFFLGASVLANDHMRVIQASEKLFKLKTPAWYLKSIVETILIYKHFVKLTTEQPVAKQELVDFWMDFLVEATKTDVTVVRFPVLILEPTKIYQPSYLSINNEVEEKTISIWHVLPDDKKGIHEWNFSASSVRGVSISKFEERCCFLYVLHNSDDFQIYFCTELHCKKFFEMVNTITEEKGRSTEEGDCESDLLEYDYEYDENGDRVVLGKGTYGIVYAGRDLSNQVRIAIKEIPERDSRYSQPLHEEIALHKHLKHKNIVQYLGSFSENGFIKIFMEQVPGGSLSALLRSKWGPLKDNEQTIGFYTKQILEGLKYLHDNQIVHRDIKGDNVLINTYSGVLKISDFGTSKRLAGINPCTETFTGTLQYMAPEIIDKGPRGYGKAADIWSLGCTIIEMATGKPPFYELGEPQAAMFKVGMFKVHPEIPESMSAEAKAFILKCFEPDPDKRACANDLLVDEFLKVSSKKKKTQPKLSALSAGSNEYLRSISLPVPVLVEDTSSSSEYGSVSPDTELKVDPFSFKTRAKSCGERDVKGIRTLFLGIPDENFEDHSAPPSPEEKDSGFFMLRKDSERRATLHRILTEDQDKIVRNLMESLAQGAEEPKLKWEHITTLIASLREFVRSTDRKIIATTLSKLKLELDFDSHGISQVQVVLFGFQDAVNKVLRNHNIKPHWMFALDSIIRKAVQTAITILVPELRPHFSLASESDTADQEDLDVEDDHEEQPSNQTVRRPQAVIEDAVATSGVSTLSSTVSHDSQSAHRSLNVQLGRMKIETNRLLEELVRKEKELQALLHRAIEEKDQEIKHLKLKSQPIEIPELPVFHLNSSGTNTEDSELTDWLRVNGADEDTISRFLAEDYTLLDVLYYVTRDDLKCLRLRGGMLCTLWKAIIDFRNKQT
Starred values were filed as active, the others as inactive.

`CCCn1c(NCc2ccccc2)nc2c1c(=O)n(C)c(=O)n2C` gave ULK1 primary 4.
`CCCNc1nc(Nc2ccc(N3CCOCC3)cc2)nc2c1ncn2C(C)C` gave ULK1 primary 10 and ASK1 primary 24.
Screening CN(C)CCOc1cc(-c2ccnc(N)n2)c(F)cc1NC(=O)C1COc2ccc(Cl)cc2C1 (configuration not stated) returned ULK1 primary -14 and ASK1 primary 6.
Nc1nc(-c2ccc(C(=O)NC3CC3)cc2)nc2c1ncn2-c1ccsc1 was read as ULK1 primary 32 and ASK1 primary 13.
For c1ccc(CNc2nc(Nc3ccc4ncccc4c3)nc3c2ncn3-c2ccsc2)cc1 the results were ULK1 primary -6 and ASK1 primary 9.
O=C(NCCOc1ccccc1)c1cccc(Nc2ccccc2)c1 was read as ULK1 primary -4 and ASK1 primary 9.
`Nc1nc(NCCc2ccc(O)cc2)cc(Nc2cnccn2)n1` gave ULK1 primary 1 and ASK1 primary -6.
`CN1CCN(c2cc(-c3cn[nH]c3)ccc2NC(=O)C2COc3ccccc3O2)CC1` (configuration not stated) gave ULK1 primary -7 and ASK1 primary -4.
`O=C(NC1CC1)c1ccc(-c2nccc(NCc3cccc(C(F)(F)F)c3)n2)cc1` gave ULK1 primary 1 and ASK1 primary -1.
Screening COc1ccc(-c2ncc(C(=O)NCc3ccccc3)s2)cn1 returned ULK1 primary 5 and ASK1 primary 1.
For c1ccc(OCCNc2nc(Nc3ccc4ncccc4c3)nc3c2ncn3C2CCCCC2)cc1 the results were ULK1 primary 4 and ASK1 primary 3.
Screening CN(C)c1cccc(Nc2cccc(C(=O)NC3CC3)n2)c1 returned ULK1 primary 2 and ASK1 primary 12.
`CC(C)n1cnc2c(NC3CCN(Cc4ccccc4)CC3)nc(Nc3ccccc3)nc21` gave ULK1 primary -16 and ASK1 primary 12.
For CCC(=O)NC(=S)NNC(=O)COc1ccc(Br)cc1 the results were ULK1 primary 1.
COc1cc2nc(Nc3ccccc3)nc(Nc3ccc(N4CCOCC4)cc3)c2cc1OC was read as ULK1 primary -12 and ASK1 primary 48*.
For Cc1cc(NCCN(C(C)C)C(C)C)nc(-c2cccs2)n1 the results were ULK1 primary 1 and ASK1 primary 2.
Screening c1ccc(-n2cnc3c(Nc4ccc(N5CCOCC5)cc4)nc(Nc4cccnc4)nc32)cc1 returned ULK1 primary 11 and ASK1 primary 40*.
O=C(NC1CC1)c1ccc(-c2cccc(C(=O)Nc3ccc(N4CCOCC4)cc3)n2)cc1 was read as ULK1 primary 6 and ASK1 primary -5.
`Cn1nccc1Nc1nc(NCCCN2CCCC2=O)c2ncn(-c3ccccc3)c2n1` gave ULK1 primary 8 and ASK1 primary -15.
O=c1[nH]c(SCc2cccc3ccccc23)nc2c1cnn2-c1ccccc1 was read as ULK1 primary 3.
`O=C(NC1CCN(Cc2ccccc2)CC1)c1ccc2nc(-c3cccs3)sc2c1` gave ULK1 primary 10 and ASK1 primary 4.
COc1cccc(N(C)C(=S)Oc2ccc3c(c2)CCCC3)n1 was read as ULK1 primary 10.
For COc1ccc(CCNC(=O)c2csc(Nc3ccncn3)n2)cc1 the results were ULK1 primary 11 and ASK1 primary 14.
CCN(CC)c1nc(NCCCN2CCCC2=O)nc(N2CCOCC2)n1 was read as ULK1 primary -6 and ASK1 primary 1.
For Cc1noc(C)c1-c1nc(NCCN2CCOCC2)c2ncn(C3CCCCC3)c2n1 the results were ULK1 primary 4 and ASK1 primary -5.
COc1cc(Nc2nc(Nc3ccc4ncccc4c3)nc3c2ncn3-c2ccsc2)cc(OC)c1OC was read as ULK1 primary -13 and ASK1 primary 10.
`CS(=O)(=O)Nc1ccccc1-c1cnc2cccc(Nc3ccccn3)c2c1` gave ULK1 primary 8 and ASK1 primary -5.
`Cn1cc(-c2ncco2)c(-c2ccnc(Nc3ccc(N4CCOCC4)cc3)c2)n1` gave ULK1 primary -1 and ASK1 primary -3.
For Cn1c(Nc2nc(NCc3nc4ccccc4[nH]3)c3ncn(-c4ccccc4)c3n2)nc2ccccc21 the results were ULK1 primary 3 and ASK1 primary 13.
Screening Cc1cnc(N2CCC(N3CCOCC3)CC2)nc1NC1CCN(Cc2ccccc2)CC1 returned ULK1 primary 4 and ASK1 primary 2.
CC(=O)Nc1ccc(NC(=O)c2csc(Oc3ccccc3)n2)cc1 was read as ULK1 primary -5 and ASK1 primary 7.
O=C(Nc1ccc(Oc2ccccc2)cc1)c1cccc(-c2ccccc2)n1 was read as ULK1 primary -22 and ASK1 primary 3.
Screening COc1ccc(CCNc2nc(N3CCN(Cc4ccc5c(c4)OCO5)CC3)nc3c2ncn3C2CCCCC2)cc1 returned ULK1 primary 15 and ASK1 primary 48*.
Screening COc1ccc(CCNc2nc(N3CCC(N4CCOCC4)CC3)nc3c2ncn3C(C)C)cc1 returned ULK1 primary -2 and ASK1 primary 24.
For O=C1CCCN1CCn1cnc2c(Nc3ccc(Oc4ccccc4)cc3)nc(N3CCc4ccccc4C3)nc21 the results were ULK1 primary -21 and ASK1 primary 15.
Screening Cc1cnc(NCc2ccc3c(c2)OCO3)nc1NCCN1CCOCC1 returned ULK1 primary -3 and ASK1 primary 10.
Screening c1ccc(N2CCN(c3cc(Nc4ccc(N5CCOCC5)cc4)ncn3)CC2)nc1 returned ULK1 primary -4 and ASK1 primary 1.
O=c1[nH]c(C2CCc3ccccc3O2)nc2ccc(-c3cn[nH]c3)cc12 (configuration not stated) was read as ULK1 primary 22 and ASK1 primary 26.
`COc1ccc(N(CC(=O)N(C)Cc2ccccc2)S(C)(=O)=O)cc1Cl` gave ULK1 primary 4.
`COc1cccc(CN(C)C(=O)c2cn(CCN(C)C)c3cc(-c4cn[nH]c4)ccc23)c1` gave ULK1 primary -4 and ASK1 primary -2.
For c1cc(NCCN2CCOCC2)nc(-c2ccc(N3CCOCC3)nc2)n1 the results were ULK1 primary 1 and ASK1 primary -1.
Oc1ccc(CCNc2nc(-c3ccccc3)nc3c2ncn3-c2ccccc2)cc1 was read as ULK1 primary -44 and ASK1 primary 10.
`COc1ccc(N2CCOCC2)cc1Nc1cc(NCc2cccc(S(C)(=O)=O)c2)c(C(F)(F)F)cn1` gave ULK1 primary -1 and ASK1 primary 1.
COc1ccc(-c2nc(NC3CCN(Cc4ccccc4)CC3)c3ncn(C4CCCCC4)c3n2)cc1 was read as ULK1 primary -42 and ASK1 primary 17.
For Cc1cc(Nc2ccccc2)nc(NC2CCC(O)CC2)n1 (configuration not stated) the results were ULK1 primary 3 and ASK1 primary 2.
Screening O=C(Nc1ccc2c(c1)OCO2)C1CCN(c2ccc(NCCN3CCOCC3)nn2)CC1 returned ULK1 primary 1 and ASK1 primary 1.
Screening CCCCC(CC)COC(=O)C(C#N)=C(c1ccccc1)c1ccccc1 (configuration not stated) returned ULK1 primary -8.
`CC1CN(c2[nH]c(=O)n(C)c(=O)c2Cc2ccc([N+](=O)[O-])cc2)CC(C)O1` (configuration not stated) gave ULK1 primary -13.
For Nc1nc2ccc(C(=O)NCCOC(=O)C3CCCCC3)cc2s1 the results were ULK1 primary -14.
CC(=O)Nc1ccc(Nc2nc(NCCCN3CCCC3=O)nc3nc[nH]c23)cc1 was read as ULK1 primary 0 and ASK1 primary 9.
`CC(=O)Nc1ccc(Nc2cc(C)nc(Nc3ccncn3)n2)cc1` gave ULK1 primary 8 and ASK1 primary -10.
`O=C(Nc1nc2ccc(-c3cn[nH]c3)cc2s1)C1CNCC1c1ccccc1` (configuration not stated) gave ULK1 primary -33 and ASK1 primary 3.
`Cc1cccn2c(=O)c3c(nc12)CCN(C(=O)Nc1cccc(Cl)c1)C3` gave ULK1 primary 12.
`COc1ccc(-c2ncc(C)c(NCc3cccnc3)n2)cn1` gave ULK1 primary -7 and ASK1 primary 12.
For Cc1nc(-c2ccc(F)cc2)cc(N2CCN(CCO)CC2)n1 the results were ULK1 primary 7.
COc1ccc(-c2cc(Nc3ccc(Oc4ccccc4)cc3)nc(N)n2)cc1 was read as ULK1 primary -25 and ASK1 primary 10.
For Oc1ccc(CCNc2ncnc3nc(Nc4ccccn4)[nH]c23)cc1 the results were ULK1 primary -2 and ASK1 primary -17.
For c1cc(CNCc2ccncc2)ccn1 the results were ULK1 primary 7.
`Cc1cc(NCCO)nc(N2CCN(Cc3ccc4c(c3)OCO4)CC2)n1` gave ULK1 primary -1 and ASK1 primary -9.
Screening COc1ccc(CCNC(=O)c2ccc3nc(NC4CCN(Cc5ccccc5)CC4)sc3c2)cc1 returned ULK1 primary -11 and ASK1 primary 4.
For CN(C)C(=O)c1cnccc1Nc1cccc(C(=O)NCC(O)C(=O)N2CCOCC2)c1 (configuration not stated) the results were ULK1 primary -4 and ASK1 primary 1.
`COC(=O)C1=C(C)NC(C)=C(C(=O)OCC(C)C)C1c1ccccc1[N+](=O)[O-]` (configuration not stated) gave ULK1 primary 38.
Screening Cc1cc(=O)[nH]c(N/N=C/c2ccccc2OCC(=O)O)n1 returned ULK1 primary 1.
CCOC(=O)N1CCN(C(=O)c2ccc(COc3cccc4c3OC(C)(C)C4)cc2)CC1 was read as ULK1 primary -24.
O=C(NCC(O)c1ccc(Cl)cc1)c1cn(-c2cccc3[nH]ncc23)nn1 (configuration not stated) was read as ULK1 primary -3 and ASK1 primary -7.
`Brc1cncc(-c2cc(N3CCOCC3)nc(-c3ccccc3)n2)c1` gave ULK1 primary 11.
Screening NC(=O)C1CCN(c2ccc(N3CCCC3CO)nn2)CC1 (configuration not stated) returned ULK1 primary 13 and ASK1 primary 18.
Screening CNc1onc(-c2ccnc(Nc3ccc(N4CCOCC4)cc3)c2)c1-c1ccc(F)cc1 returned ULK1 primary -11 and ASK1 primary -19.
NC(=O)c1cc(N2CCOCC2)nc2ccccc12 was read as ULK1 primary 3 and ASK1 primary -4.
For CC(C)N(CCNc1nc(N2CCCC2CO)nc2nc[nH]c12)C(C)C (configuration not stated) the results were ULK1 primary -10 and ASK1 primary -1.
Cc1cc(Nc2ccc(Oc3ccccc3)cc2)nc(-c2ccc(C(=O)N3CCN(C)CC3)cc2)n1 was read as ULK1 primary -36 and ASK1 primary 20.
Screening CN1CCN(C(=O)c2ccc(-c3cc(Nc4ccccc4)nc(N)n3)cc2)CC1 returned ULK1 primary -6 and ASK1 primary -15.
For COc1ccc(N2CCn3c(SCC(=O)Nc4ccc(F)cc4F)nnc32)cc1 the results were ULK1 primary -1.
Cc1nn(C)c(C)c1-c1nc2ncnc(NCc3ccccc3)c2[nH]1 was read as ULK1 primary 5 and ASK1 primary -15.
COc1ccc(CCNc2nc(-c3ccccc3)nc3c2ncn3Cc2ccc(C(F)(F)F)cc2)cc1 was read as ULK1 primary -27 and ASK1 primary -2.
CN(C)CCNc1cc(-c2ccncc2)nc(-c2ccccn2)n1 was read as ULK1 primary 0.
`CCCNC(=O)Cn1cc(OC)c(=O)cc1CN1CCN(c2ccc(F)cc2)CC1` gave ULK1 primary -4.
Screening Cc1cnc(-c2ccccc2)nc1NCc1cccnc1 returned ULK1 primary 3 and ASK1 primary -9.
For Cc1nc2ncccc2c(=O)n1-c1cccc(NC(=O)CCC2CCCCC2)c1 the results were ULK1 primary 11.
`O=C(CNS(=O)(=O)c1ccc([N+](=O)[O-])cc1)NN=C1CCCCC1` gave ULK1 primary -5.
`COc1ccc(-c2nc(Nc3cc(OC)c(OC)c(OC)c3)c3ncn(-c4ccsc4)c3n2)cn1` gave ULK1 primary -12 and ASK1 primary 8.
Screening O=C(CSc1nnc(-c2cccs2)o1)NCc1cccs1 returned ULK1 primary 6.
O=C(NNS(=O)(=O)c1ccc([N+](=O)[O-])cc1)c1cc(Cl)ccc1O was read as ULK1 primary -1.
COc1ccc(-c2cnc(NCc3ccccc3F)n2C)cc1 was read as ULK1 primary -3.
For COc1cc(Nc2nc(Nc3nccc4ccccc34)nc3c2ncn3CCN2CCCC2=O)cc(OC)c1OC the results were ULK1 primary 9 and ASK1 primary 0.
COc1cc(Nc2nc(Nc3ccccc3)ncc2C)cc(OC)c1OC was read as ULK1 primary 62* and ASK1 primary 15.
For O=C(NCc1cccc(C(F)(F)F)c1)c1cccc(NCCCN2CCCC2=O)c1 the results were ULK1 primary 29 and ASK1 primary 0.
Cc1ccccc1C(=O)N1CCc2nc3ccccn3c(=O)c2C1 was read as ULK1 primary -1.
CC(=O)C1=C(O)C(=O)N(c2ccccn2)C1c1cccnc1 (configuration not stated) was read as ULK1 primary 2.
CC(C)N(CCNc1ccnc(-c2cccc(N)c2)n1)C(C)C was read as ULK1 primary -14 and ASK1 primary -32.

Quoted at random: 7 compounds from above.
For O=C(NCc1cccc(C(F)(F)F)c1)c1cccc(NCCCN2CCCC2=O)c1 the results were ULK1 primary 29 and ASK1 primary 0.
COc1ccc(-c2cnc(NCc3ccccc3F)n2C)cc1 was read as ULK1 primary -3.
CC(C)N(CCNc1ccnc(-c2cccc(N)c2)n1)C(C)C was read as ULK1 primary -14 and ASK1 primary -32.
CC(=O)C1=C(O)C(=O)N(c2ccccn2)C1c1cccnc1 (configuration not stated) was read as ULK1 primary 2.
`COc1ccc(-c2nc(Nc3cc(OC)c(OC)c(OC)c3)c3ncn(-c4ccsc4)c3n2)cn1` gave ULK1 primary -12 and ASK1 primary 8.
For COc1cc(Nc2nc(Nc3nccc4ccccc34)nc3c2ncn3CCN2CCCC2=O)cc(OC)c1OC the results were ULK1 primary 9 and ASK1 primary 0.
O=C(NNS(=O)(=O)c1ccc([N+](=O)[O-])cc1)c1cc(Cl)ccc1O was read as ULK1 primary -1.

Entries above that have two or more sulfur atoms, in the order listed:
`O=C(NC1CCN(Cc2ccccc2)CC1)c1ccc2nc(-c3cccs3)sc2c1` gave ULK1 primary 10 and ASK1 primary 4.
Screening O=C(CSc1nnc(-c2cccs2)o1)NCc1cccs1 returned ULK1 primary 6.
